Screening data (PubChem)
Rv3671c protease – inhibitors of M. tuberculosis serine protease Rv3671c | P9WHR9 | inhibition, % at 5.96 µM | 320,000 tested, 0.048% active; in the data active = inhibition above about 38%;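 also: extracellular domain of Rv3671c used as enzyme; 0% = enzyme with DMSO and 100% = no enzyme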
Mtb UGM inh – inhibitors of M. tuberculosis UDP-galactopyranose mutase. P9WIQ1. purified UGM, fluorescence polarization probe displacement. inhibition, % at 10 µM. 320,000 tested, 0.06% active; in the data active = inhibition above about 10%, passing the limit was not always enough
Target sequence (P9WIQ1 whole entry, looked up): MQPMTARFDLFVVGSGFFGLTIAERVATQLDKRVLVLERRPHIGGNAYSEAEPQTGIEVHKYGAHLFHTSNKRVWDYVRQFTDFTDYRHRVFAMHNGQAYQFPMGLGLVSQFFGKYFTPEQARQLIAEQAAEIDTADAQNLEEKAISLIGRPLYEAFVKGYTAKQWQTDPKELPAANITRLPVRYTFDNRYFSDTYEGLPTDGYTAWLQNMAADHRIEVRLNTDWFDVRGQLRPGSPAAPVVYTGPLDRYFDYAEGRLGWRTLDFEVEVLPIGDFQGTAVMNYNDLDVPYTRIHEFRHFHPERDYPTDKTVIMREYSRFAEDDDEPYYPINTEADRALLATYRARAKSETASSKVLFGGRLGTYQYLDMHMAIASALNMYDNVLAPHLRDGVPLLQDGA
3CLpro inhibitor – SARS-CoV 3CLpro protease inhibition; inhibition, % at 6 µM; 290,000 tested, 0.14% active; recombinant SARS-CoV 3CLpro, quenched FRET peptide cleavage; AID 1706; P0C6X7; in the data active = inhibition above about 12%
DUSP3 inh – blocks human VHR1 dual specificity phosphatase | P51452 | recombinant VHR phosphatase, pNPP absorbance | inhibition, % at 13.3 µM | 290,000 tested, 0.52% active | AID 1654; in the data active = inhibition above about 50%; also: some compounds called inactive have numbers as strong as hits
Target sequence (P51452 whole entry, looked up): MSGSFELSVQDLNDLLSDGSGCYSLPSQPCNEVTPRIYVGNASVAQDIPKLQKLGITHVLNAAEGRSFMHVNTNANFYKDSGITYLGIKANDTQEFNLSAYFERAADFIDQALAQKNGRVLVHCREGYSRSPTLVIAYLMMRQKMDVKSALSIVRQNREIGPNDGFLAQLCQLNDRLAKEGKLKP
SSB-PriA inh – blocks PriA binding to SSB C-terminal tail | AlphaScreen SSBct-PriA binding, biotinylated peptide | AID 1272365 | 430,000 tested, 0.6% active | inhibition, % at 33 µM; in the data active = inhibition mostly above about 37%, no sharp cut-off; inactive = mostly below about 20%;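 also: plate controls were negative control peptide for no effect and reference peptide for full effect; strong numbers were not always called active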
FBA Mtb inh – inhibits M. tuberculosis FBA enzyme | purified M. tuberculosis FBA, fluorescence read-out | P9WQA3 | inhibition, % at 1 µM | 360,000 tested, 2.3% active; in the data active = inhibition above about 27%;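 also: 0% = vehicle and 100% = reference inhibitor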
Target sequence (P9WQA3 whole entry, looked up): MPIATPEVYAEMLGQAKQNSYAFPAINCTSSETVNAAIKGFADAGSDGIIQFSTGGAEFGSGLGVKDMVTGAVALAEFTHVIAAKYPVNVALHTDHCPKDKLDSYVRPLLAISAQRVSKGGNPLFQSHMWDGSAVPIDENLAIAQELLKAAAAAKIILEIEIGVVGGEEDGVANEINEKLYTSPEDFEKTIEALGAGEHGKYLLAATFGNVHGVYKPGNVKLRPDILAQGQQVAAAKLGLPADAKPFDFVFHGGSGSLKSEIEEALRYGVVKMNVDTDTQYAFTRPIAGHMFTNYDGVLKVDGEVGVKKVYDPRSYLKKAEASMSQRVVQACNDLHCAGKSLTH
Vc quorum ag – induces V. cholerae light production without autoinducers; activation, % at 18.7 µM; AID 588436; V. cholerae BH1578 lux reporter, luminescence, 6 h; 350,000 tested, 0.16% active; in the data active = activation mostly above about 9.7%, no sharp cut-off; also: not every result past the cut was called active; inactives centre near 0; reference of the scale not given here
MazF activator – activators of E. coli MazEF toxin-antitoxin RNase; activation, % at 20 µM; 350,000 tested, 0.32% active; FAM/BHQ RNA-DNA oligo cleavage fluorescence, 5 h; P0AE70; AID 504720; in the data active = activation above about 50%
Target sequence (P0AE70 whole entry, looked up): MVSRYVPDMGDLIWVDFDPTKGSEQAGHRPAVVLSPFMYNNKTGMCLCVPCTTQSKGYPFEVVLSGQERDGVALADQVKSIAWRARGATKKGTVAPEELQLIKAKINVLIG
GDH-TPI inh – counter-screen for M. tuberculosis FBA inhibitors: GDH-TPI coupled enzymes | AID 588335 | inhibition, % at 4.8 µM | GDH-TPI coupled enzyme counterscreen, NADH absorbance | 360,000 tested, 1.2% active; in the data active = inhibition above about 30%;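 also: 0% = DMSO wells and 100% = wells lacking the enzyme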
BioA inh – blocks M. tuberculosis BioA enzyme activity. purified M. tuberculosis BioA enzyme, plate reader. inhibition, % at 9.99 µM. 360,000 tested, 0.096% active; in the data active = inhibition above about 40%
* = called active by the depositor; i = inactive; nt = not tested or not shown; & = joins results of further samples.

SMILES	Rv3671c protease	Mtb UGM inh	3CLpro inhibitor	DUSP3 inh	SSB-PriA inh	FBA Mtb inh	Vc quorum ag	MazF activator	GDH-TPI inh	BioA inh
O=C(Nc1ccc(F)cc1)/C(Cl)=C/c1ccccc1	-4	-1.5	5	-15	-4	-1	-0.2	-7	9	-0.4
CCN(CC)CCn1c(=S)[nH]c2cc(C(=O)NCc3ccccc3Cl)ccc2c1=O	-6	-2.1	-1	28	0	5	-0.3	9	1	-0.9
C[C@H](NC(=O)Cc1cccc2ccccc12)C(=O)NCc1ccccc1	-4	-4.1	4	-4	-1	0	-0.4	-5	-3	nt
CCc1ccc2oc(=O)cc(CN3CCC(C)CC3)c2c1	-21	0.0	-5	26	-8	4	-0.3	3	1	-1.7
COC(=O)Cn1c(=NC(=O)C(C)(C)C)sc2c(C)cc(C)cc21	6	1.0	2	24	-4	5	-0.6	5	2	-0.8
CC(C)=CCn1c2ccc(NC(=O)NCc3ccc(F)cc3)cc2c(=O)n1C	nt	nt	nt	nt	nt	138*	-0.3	nt	5	-0.1
COc1ncnc2c1ncn2CCCN1CCN(c2ccccn2)CC1	nt	nt	nt	nt	nt	1	-0.5	7	9	0.2
CN(C)/C=N/c1nc2nccc(-c3ccccc3)n2n1	-3	0.8	-4	9	nt	52*	-0.5	10	11	-1.2
CCOC(=O)c1ccc(N=Cc2nc(-c3ccccc3)oc2OC(C)=O)cc1	3	0.3	-2	18	-10	-1	-8.8	-9	11	-0.6
Cc1cccc(C)c1NC(=O)c1cc(S(=O)(=O)N2CCOCC2)cn1C	1	2.3	1	25	-8	-3	-0.2	-4	-6	-0.2
C[C@H](CO)N1C[C@H](C)[C@@H](CN(C)S(=O)(=O)c2ccc(F)cc2)Oc2c(NC(=O)Cc3ccccc3)cccc2C1=O	-4	-2.5	nt	nt	-7	0	i	-3	7	1.0
CCOC(=O)N1CCN(C(=O)c2cnn3ccccc23)CC1	-19	1.3	-5	13	5	2	-0.1	10	-24	-0.3
CC(=O)c1cnc2c(-c3ccc(Cl)cc3)cnn2c1C	-9	0.7	5	44	-4	-4	i	-3	9	-2.0
O=C(CSc1ccc(Cl)cc1Cl)N1CCC(c2nc3ccccc3s2)CC1	-12	-0.8	-8	25	-11	0	-5.7	9	3	-0.3
Cn1c(=O)cc(OCC(=O)N2CCC(N3CCCCC3)CC2)c2ccccc21	2	2.6	3	25	1	0	-0.2	11	4	-1.6
FC(F)(F)c1cccc(OCCOCCn2cncn2)c1	3	0.3	-4	2	-23	-2	nt	4	8	0.1
Cc1cn(CC(=O)NCC(c2ccccc2)c2ccccc2)c(=O)[nH]c1=O	nt	nt	nt	nt	-23	4	-0.4	5	0	-3.6
CCN(CC)S(=O)(=O)c1ccc(N2CC(C(=O)NCc3cccnc3)CC2=O)cc1 (configuration not stated)	1	-3.4	1	8	-16	1	i	-7	-1	-1.3
O=C(c1ccc(=O)[nH]n1)N1CCN(S(=O)(=O)c2ccc(C(F)(F)F)cc2)CC1	-4	2.3	nt	nt	-11	3	i	1	6	-3.9
COc1ccccc1-c1cc2nc(C)c(CCC(=O)NCc3ccco3)c(C)n2n1	2	-2.0	-3	6	-7	9	-0.4	11	7	-1.6
O=c1cc(-c2ccccc2)c2cc(Cl)c(O)c(CN3CCOCC3)c2o1	-4	2.3	4	17	-4	9	-0.3	2	7	-0.4
O=S1(=O)N=C(N2CCN(Cc3ccc4c(c3)OCO4)CC2)c2ccccc21	-3	-0.3	-9	4	-1	-2	i	0	-2	29
CCN(Cc1ccccc1)C(=O)CSc1n[nH]c(N)n1	1	1.7	-2	7	-5	-1	-0.5	3	0	-0.2
O=C(CSc1nnnn1CCCO)Nc1ccc2c(c1)OCO2	3	-0.7	0	6	-7	5	i	-6	-2	nt
CC(C)(C)NC(=S)NC(=O)C12CCC3CC(CC(C3)C1)C2	11	-0.2	0	15	-6	-1	i	4	-6	nt
Other results:
SMILES	Rv3671c protease	Mtb UGM inh	3CLpro inhibitor	DUSP3 inh	SSB-PriA inh	FBA Mtb inh	Vc quorum ag	MazF activator	GDH-TPI inh	BioA inh
Cc1ccc(S(=O)(=O)Nc2ccc(F)cc2)cc1C(=O)N1CCOCC1	-5	1.6	nt	nt	-14	-3	-5.6	-9	13	0.0
CCC(=O)N1CCC1(C)C(=O)Nc1cccc(OC)c1 (configuration not stated)	nt	nt	nt	nt	nt	5	i	nt	15	-1.3
COC(=O)C1=C(C)C(c2ccc(OC)cc2)NC(=S)N1 (configuration not stated)	0	4.4	-3	34	5	-10	i	15	5	-0.2
NC(=O)c1ccsc1NC(=O)CCS(=O)(=O)c1ccccc1	3	-1.4	1	1	6	2	i	4	2	nt
O=C(NCC(=O)N1CCN(S(=O)(=O)c2ccccc2F)CC1)c1ccc2c(c1)OCO2	5	3.7	nt	nt	-2	3	i	-14	0	-1.0
CCOC(=O)C1CCCN(C(=O)C2CCN(S(=O)(=O)c3c(C)noc3/C=C/c3ccccc3F)CC2)C1 (configuration not stated)	-5	0.3	4	25	-6	0	-0.4	27	22	-3.7
CCOC(=O)c1c(C)[nH]c(O)c1C=Nc1ccc(C(F)(F)F)cc1	-3	0.6	-2	31	-7	2	2.9	23	4	-1.8
Nc1cc(S(=O)(=O)N2CCCCC2)ccc1N1CCCCC1	-7	-0.6	nt	nt	13	0	i	0	-1	-0.5
Cc1ccc(N(CCC#N)C(=O)COC(=O)c2cc(C)oc2C)cc1	-5	0.1	nt	nt	-2	0	i	2	6	0.1
COc1cccc(-c2cc(C(=O)O)c3cc4ccccc4cc3n2)c1OC	nt	nt	nt	nt	nt	2	-5.9	1	10	1.0
Cc1ccc(-c2nc(CN(C)C)cc(CN(C)C)c2O)cc1	3	0.1	3	18	8	80*	7.1	2	26	-0.8
CCOC(=O)C1=C(C)NC(=O)NC1c1cc2c(cc1Br)OCO2 (configuration not stated)	-10	-0.5	-5	-9	-21&-13	-1	nt	-1	-9	-0.9
COc1ccc(OC)c(NC(=O)NNC(=O)c2cc3occc3[nH]2)c1	-6	1.0	-6	20	14	4	-0.2	-35	-9	4.3
CC(=O)c1ccccc1C(=O)N(C)C1CCCN(Cc2ccccc2F)C1 (configuration not stated)	13	-3.3	2	15	1	-1	-0.3	12	18	-1.2
COc1cccc(C2=NOC(C(=O)Nc3ccc4c(c3)OCO4)C2)c1 (configuration not stated)	4	-0.7	3	23	-5	2	i	-3	5	nt
CN(C(=O)c1ccccc1C(=O)OCC(=O)Nc1cccc(Br)c1)c1ccccc1	-4	-0.2	nt	nt	11	5	0.3	-5	6	0.8
CC(=O)NC1=NN(C(C)=O)C(c2ccc(C)cc2)S1 (configuration not stated)	6	0.9	-2	-4	-1	-2	i	3	3	-1.1
O=C1OCCC1Sc1nnnn1-c1ccccc1 (configuration not stated)	1	2.5	6	3	-14	1	i	2	5	-0.7
Cc1ccccc1NP1(=O)OCCCN1Cc1ccccc1Cl (configuration not stated)	nt	nt	nt	nt	-8	-2	-0.8	6	0	nt
COc1ccc(CCNS(=O)(=O)c2c(C)[nH]c(C)c2C(=O)N2CCCCC2)cc1OC	-6	-1.6	-2	-25	11	-1	-0.3	-9	-4	0.1
O=C1C2C(c3ccccc3)C=CC(c3ccccc3)C2C(=O)N1CCO (configuration not stated)	0	4.6	4	0	-5	-1	i	0	-1	-2.4
O=C1c2cccc3cc([N+](=O)[O-])cc(c23)C(=O)N1c1nncs1	2	-1.1	nt	nt	1	3	-0.4	-45	9	nt
Fc1ccc(NC(=S)Nc2ccccc2Cl)cc1	0	-1.4	0	1	-10	3	i	-9	-2	-0.6
CN(C)S(=O)(=O)c1ccc(C(=O)OCc2ccc([N+](=O)[O-])cc2)cc1	1	0.6	4	3	-1	2	-0.6	-4	-4	nt
Cc1ccc(NC(=O)c2ccc(COc3ccc4c(c3)CCC4)cc2)c(C)c1	-15	0.2	4	22	-5	-4	-3.3	-21	-9	nt

Some of these compounds in order of molar mass, falling.
SMILES	Rv3671c protease	Mtb UGM inh	3CLpro inhibitor	DUSP3 inh	SSB-PriA inh	FBA Mtb inh	Vc quorum ag	MazF activator	GDH-TPI inh	BioA inh
CCOC(=O)C1=C(C)NC(=O)NC1c1cc2c(cc1Br)OCO2 (configuration not stated)	-10	-0.5	-5	-9	-21&-13	-1	nt	-1	-9	-0.9
COc1cccc(-c2cc(C(=O)O)c3cc4ccccc4cc3n2)c1OC	nt	nt	nt	nt	nt	2	-5.9	1	10	1.0
CCOC(=O)c1c(C)[nH]c(O)c1C=Nc1ccc(C(F)(F)F)cc1	-3	0.6	-2	31	-7	2	2.9	23	4	-1.8

Single values from the list:
Cc1ccc(S(=O)(=O)Nc2ccc(F)cc2)cc1C(=O)N1CCOCC1 in Rv3671c protease → -5
Cc1ccc(NC(=O)c2ccc(COc3ccc4c(c3)CCC4)cc2)c(C)c1 in DUSP3 inh → 22

(continued)
SMILES	Rv3671c protease	Mtb UGM inh	3CLpro inhibitor	DUSP3 inh	SSB-PriA inh	FBA Mtb inh	Vc quorum ag	MazF activator	GDH-TPI inh	BioA inh
Cc1ccc(C(=O)N/N=C/c2nc3ccccc3n2C)cc1	3	-1.6	-1	20	nt	5	-4.0	14	25	-1.9
O=C(c1ccc(CS(=O)(=O)c2c(Cl)cccc2Cl)o1)N1CCCC1	2	1.3	-2	-18	-6	-2	-0.5	8	-3	0.0
Cc1ccc(C(=O)CN2C(=O)NC3(CCCCCC3)C2=O)c(C)c1	-7	3.2	nt	nt	2	-1	i	2	-7	nt
C(=N\c1nc2ccccc2n1Cc1ccccc1)/c1cccs1	3	1.6	1	15	nt	-1	i	-4	0	-1.4
CCc1nn(CC(=O)NCCCN2CCN(C)CC2)c(=O)c2cc3sccc3n12	-2	-1.0	3	39	8	6	-2.1	11	4	4.0
CCOc1ccccc1C1CC(c2ccc(Cl)cc2)Nc2nc(N)nn21 (configuration not stated)	4	1.9	-6	9	10	4	-0.4	3	-3	6.2
Cc1cc(C)cc(NC(=O)c2ccc(NC(=O)C3C4CC5OC(=O)C3C5C4)cc2)c1 (configuration not stated)	-17	-1.0	-2	21	8	-1	2.4	6	-10	nt
Cc1ccnc(NS(=O)(=O)c2ccc(NC(=O)C3CCCCC3C(=O)O)cc2)n1 (configuration not stated)	-3	2.3	1	23	0	3	-4.6	-7	16	-1.9
Cc1cc(F)cc(C)c1Cn1cnc2c(cnn2C(C)(C)C)c1=O	-7	-0.5	nt	nt	-13	6	0.9	-5	10	0.0
CSc1ccc(C2=CC(=O)C[C@H](c3ccc4c(c3)OCO4)C2)cc1	-3	-0.4	nt	nt	5	2	i	-7	3	-1.3
CC1CC(C)CN(S(=O)(=O)c2ccc(C(=O)OCC(=O)NCCN3C(=O)CSC3=O)cc2)C1 (configuration not stated)	-2	-1.7	3	20	-14	-5	-0.8	2	-3	nt
Cc1ccc2nc(SCCC(=O)O)cc(C)c2c1	7	2.2	0	3	-3	2	i	-4	20	nt
Cc1ccc(CN2C(=O)C(C)Nc3ncnc(N4CCOCC4)c32)cc1 (configuration not stated)	-11	2.3	nt	nt	-1	2	i	-3	6	-0.1
Cc1cccc(C)c1NC(=O)C(=O)NCCc1c[nH]c2ccccc12	4	1.7	-4	40	2&14	2	-0.6	-3	2	-0.1
CN(CC(=O)Nc1c(Cl)cccc1Cl)C(=O)c1ccc2ccccc2n1	nt	nt	nt	nt	-9	-1	-2.1	2	1	0.5
O=C(O)c1cccc(Nc2c3ccccc3nc3ccccc23)c1	-2	-0.3	-5	15	-10	124*	-0.3	9	0	9.0
O=C(COC(=O)c1cc(S(=O)(=O)N2CCCCC2)ccc1Cl)NC1CCCCC1	nt	nt	nt	nt	nt	-2	-0.4	-3	-10	-1.4
OC(c1ccccc1)C(CN1CCOCC1)c1ccccc1 (configuration not stated)	1	0.9	0	-3	-4	1	-0.4	-5	3	nt
COc1ccc(-c2cc(C(=O)NCCCN3CCOCC3)c3ccccc3n2)cc1OC	-5	nt	nt	nt	-9	8	-2.0	-25	17	nt
COC(=O)Cc1c(C)c2ccc(OC(=O)c3ccccc3)cc2oc1=O	0	-0.5	0	9	-12	79*	12	-2	8	-1.9
Cc1cc2cc(CNC(=O)CCC(=O)O)ccc2n1C	-8	-1.3	6	9	-7	-3	i	5	9	nt

Not all compounds are listed, so the mix of outcomes need not match the whole.
